AMPAR-TARP mod: modulates AMPAR-stargazin complexes | O88602+P19491 | calls only at 30 µM | HEK293 GluA2+stargazin, membrane potential dye (FDSS), glutamate EC50; hits were called plate by plate, in both directions | actives 3.5% (n = 40,000);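 active = any of four per-well response measures lying three or more SD from its plate-wide compound average, in either direction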
Target sequence (O88602 whole entry, looked up): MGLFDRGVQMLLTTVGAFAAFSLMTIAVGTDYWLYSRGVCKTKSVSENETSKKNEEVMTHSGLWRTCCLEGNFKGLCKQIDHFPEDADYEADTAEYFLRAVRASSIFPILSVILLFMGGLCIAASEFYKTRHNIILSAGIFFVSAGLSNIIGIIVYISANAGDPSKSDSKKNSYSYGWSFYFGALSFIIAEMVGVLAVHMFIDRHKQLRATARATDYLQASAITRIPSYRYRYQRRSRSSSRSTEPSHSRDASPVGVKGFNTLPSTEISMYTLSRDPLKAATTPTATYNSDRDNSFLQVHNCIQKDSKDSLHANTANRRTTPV
Target sequence (P19491 whole entry, looked up): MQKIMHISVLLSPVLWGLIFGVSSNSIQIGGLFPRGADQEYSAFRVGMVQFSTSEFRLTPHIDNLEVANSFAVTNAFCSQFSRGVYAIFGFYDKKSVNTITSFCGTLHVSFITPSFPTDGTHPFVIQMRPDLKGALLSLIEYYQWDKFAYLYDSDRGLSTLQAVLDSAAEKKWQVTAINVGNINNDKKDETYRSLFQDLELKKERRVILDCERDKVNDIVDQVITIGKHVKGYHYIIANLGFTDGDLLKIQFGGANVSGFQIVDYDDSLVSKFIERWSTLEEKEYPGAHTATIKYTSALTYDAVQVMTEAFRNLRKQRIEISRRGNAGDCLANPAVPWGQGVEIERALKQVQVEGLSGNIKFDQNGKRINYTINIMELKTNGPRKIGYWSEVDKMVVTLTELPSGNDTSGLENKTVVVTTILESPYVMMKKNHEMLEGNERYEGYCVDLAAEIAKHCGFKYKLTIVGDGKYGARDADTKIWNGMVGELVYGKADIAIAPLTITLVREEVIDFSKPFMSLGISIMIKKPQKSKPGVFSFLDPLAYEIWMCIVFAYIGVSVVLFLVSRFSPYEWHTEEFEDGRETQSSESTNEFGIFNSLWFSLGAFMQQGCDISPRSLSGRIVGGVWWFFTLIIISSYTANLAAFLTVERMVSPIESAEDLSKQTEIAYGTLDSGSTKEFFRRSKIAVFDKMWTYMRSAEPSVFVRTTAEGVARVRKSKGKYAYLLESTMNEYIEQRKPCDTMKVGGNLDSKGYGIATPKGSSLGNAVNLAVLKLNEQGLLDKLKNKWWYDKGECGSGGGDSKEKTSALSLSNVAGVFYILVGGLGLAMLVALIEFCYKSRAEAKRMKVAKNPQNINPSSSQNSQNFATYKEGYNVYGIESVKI
AMPAR-TARP mod agonism max-min: also measured in AMPAR-TARP mod; calls as there; compound max-min signal; compound-alone response (agonism);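 unitless range of fluorescence divided by baseline over first 100 seconds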
AMPAR-TARP mod glutamate slope: recorded beside AMPAR-TARP mod, whose call it bears; glutamate slope, % of max; measured here: glutamate response slope, % max;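 scaled per plate between vehicle wells and maximal 1 mM glutamate control wells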
* = called active by the depositor; i = inactive; + = active, no number.

smiles	AMPAR-TARP mod	AMPAR-TARP mod agonism max-min	AMPAR-TARP mod glutamate slope
Cc1cccc(OCC(O)CN2C(C)(C)CC(O)CC2(C)C)c1C (centres undefined)	i	0.0759	39.8
COc1ccc2c(=O)c(Oc3ccc(C(=O)NC4CC4)cc3)c(C)oc2c1	i	0.078	34.6
CC(C(=O)Nc1ccc(S(=O)(=O)Nc2ncccn2)cc1)N1C(=O)c2ccccc2S1(=O)=O (centres undefined)	i	0.111	62.4
COc1ccc(SCC(=O)Nc2c3c(nn2C)CCC3)cc1	i	0.0523	46.2
CC(=O)Nc1cccc(NC(=O)Cc2csc(NC(=O)c3ccc[nH]c3=O)n2)c1	i	0.0793	35.6
NC(=O)CN(c1ccccc1)C1SC(=O)N(c2ccc(F)cc2)C1=O (centres undefined)	i	0.109	61.6
COc1ccccc1-c1c(C)oc2cc(OCc3ccc([N+](=O)[O-])cc3)ccc2c1=O	i	0.0547	39.7
CC(C)Oc1ccc(C(=O)NCC(C)(O)c2ccccc2)cc1 (centres undefined)	i	0.0997	52.8
COc1ccc(NC(=O)c2ccc(F)c(F)c2)cc1N1CCCCC1=O	i	0.0563	50.7
Cn1cccc1C(O)CNC(=O)c1nc2ccccc2s1 (centres undefined)	i	0.1	66.3
Cc1c(C(=O)NCc2ccccc2)c(C(F)(F)F)nn1C(C)C	i	0.0871	66.3
O=C(Cc1ccc(F)cc1)NCCn1ncc2c(NCc3ccco3)ncnc21	i	0.0846	76.0
COC(=O)C1CCN(C(=O)CCc2csc(NS(=O)(=O)c3ccc(F)cc3)n2)CC1	i	0.0818	65.0
CCCCC(=O)N1c2ccccc2CC1C(=O)NC (centres undefined)	i	0.041	50.3
CC(C)c1nnc(C2CCN(C(=O)Cc3cn(C)c4ccccc34)CC2)o1	i	0.141	54.3
COc1ccc(Cc2nnc(SCC(=O)Nc3cccc(C(C)=O)c3)n2N)cc1	i	0.0913	63.1
CC1(C)CC(NC(=O)CC(c2ccc(F)cc2)c2ccco2)CCO1 (centres undefined)	i	0.0439	30.3
COc1ccc(S(=O)(=O)NCc2cccnc2)cc1N(C)S(=O)(=O)c1ccc(C)cc1	i	0.0873	68.6
CC(C)Sc1cccc(C(=O)Nc2cccc3c2C(=O)NC3=O)c1	i	0.119	59.4
COCCCNc1nc(=S)[nH]c2ccccc12	i	0.107	86.7
CCNC(=O)c1csc(-c2cnccn2)n1	i	0.146	52.7
COC(=O)Cc1ccc(NC(=S)N2CCN(Cc3ccccc3)CC2)cc1	i	0.0432	50.5
COc1ccccc1CCNC(=O)C(=O)Nc1ccc(NC(C)=O)cc1	i	0.0481	59.5
COc1ccccc1NC(=O)Nc1ccc(Nc2ccc(-n3nc(C)cc3C)nn2)cc1	i	0.091	50.5
CC(C)c1ccc(NC(=O)Cn2c(-c3ccc(F)cc3)ncc(C#N)c2=O)cc1	i	0.0987	51.4
CC(C)CC(=O)Nc1sc(SCC(=O)NC2CC2)nc1-c1ccccc1	i	0.0636	52.0
Fc1ccc(CNC(=S)Nc2ccc(Nc3ccccc3)cc2)cc1	i	0.117	44.1
COc1cccc(N2CC(C)Cn3c2nc2c3c(=O)n(CCc3ccccc3)c(=O)n2C)c1 (centres undefined)	i	0.0837	35.7
O=C(Nc1ccc2c(c1)CCCN2C(=O)C1CC1)c1ccc2c(c1)OCO2	i	0.131	54.7
OC(COCCOc1ccc(Cl)cc1)CN1CCN(c2ccccc2F)CC1 (centres undefined)	i	0.0726	58.3
O=C(Nc1ccc(CC(=O)N2CCCC2)cc1)c1cccs1	i	0.0407	39.2
Cn1nnc2c(SCC(=O)N3CCN(c4ccc(Cl)cc4)CC3)ncnc21	i	0.0298	36.4

Arranged by count of non-hydrogen atoms (rising): part of the list above.
smiles	AMPAR-TARP mod	AMPAR-TARP mod agonism max-min	AMPAR-TARP mod glutamate slope
O=C(Nc1ccc(CC(=O)N2CCCC2)cc1)c1cccs1	i	0.0407	39.2
Cn1nnc2c(SCC(=O)N3CCN(c4ccc(Cl)cc4)CC3)ncnc21	i	0.0298	36.4
OC(COCCOc1ccc(Cl)cc1)CN1CCN(c2ccccc2F)CC1 (centres undefined)	i	0.0726	58.3
COc1cccc(N2CC(C)Cn3c2nc2c3c(=O)n(CCc3ccccc3)c(=O)n2C)c1 (centres undefined)	i	0.0837	35.7

(list continues)
smiles	AMPAR-TARP mod	AMPAR-TARP mod agonism max-min	AMPAR-TARP mod glutamate slope
CCOc1ccc(N2CCCCn3c2nc2c3c(=O)n(Cc3ccccc3)c(=O)n2C)cc1	i	0.0961	31.0
CC(=O)N1CCN(C(=O)CCc2c(C)nn(-c3nc(C)cc(=O)[nH]3)c2C)CC1	i	0.147	53.0
COc1ccc(CC(=O)NNC(=O)c2cccn(Cc3ccc(F)cc3)c2=O)cc1OC	i	0.0612	51.0
CC(C)OCCCNC(=O)CC1Sc2ccccc2NC1=O (centres undefined)	i	0.0875	58.3
O=C(CSc1nnc2c(=O)n(Cc3ccc(F)cc3)ccn12)NC1CCCC1	i	0.0301	61.3
CCCN(CCC)S(=O)(=O)c1ccc(Cl)c(OC)c1	i	0.0784	39.2
CS(=O)(=O)N1CCN=C1SCc1c(F)cccc1Cl	i	0.076	54.8
CC(=O)N1CCN(c2oc(-c3ccccc3)nc2S(=O)(=O)c2ccc(Cl)cc2)CC1	i	0.155	57.1
CCCCNC(=O)c1nnn(-c2ccc(C)cc2)c1-c1ccco1	i	0.114	50.2
CN(C)C(CNC(=O)COc1ccc2ccccc2c1)c1ccccc1 (centres undefined)	i	0.0946	67.7
Cn1cccc1C(CNS(=O)(=O)Cc1ccccc1)N1CCc2ccccc2C1 (centres undefined)	i	0.0806	51.3
O=C(CC1(O)C(=O)N(Cc2cccc3ccccc23)c2ccccc21)c1cccs1 (centres undefined)	i	0.0703	47.1
CCOC(=O)Cc1csc(NC(=S)NC(=O)c2ccco2)n1	i	0.0822	51.8
Cc1cc(C)n(C(C)CC(=O)Nc2cc(Cl)cc(Cl)c2)n1 (centres undefined)	i	0.087	64.4
O=C(COc1ccccc1)N1CCC(CNS(=O)(=O)/C=C/c2ccccc2)CC1	i	0.083	62.8
CCOc1ccccc1C(=O)N1CCN(c2nccn2C)CC1	i	0.0804	55.8
COc1ccccc1N1CCN(S(=O)(=O)c2cc(C(=O)Nc3ccccc3Cl)ccc2F)CC1	i	0.127	61.5
c1ccc(-n2ncc3c(NCCc4c[nH]c5ccccc45)nnnc32)cc1	i	0.218	53.1
Cn1ccc(C(=O)Nc2sccc2C#N)n1	i	0.109	32.7
CC(=O)Nc1ccc(OCC(O)CN2C(C)CCCC2C)cc1 (centres undefined)	i	0.117	63.0
Cc1cc(C)c(S(=O)(=O)N(C)c2c(C)cccc2C)cc1N(C)S(=O)(=O)c1ccccc1	i	0.0602	74.9
O=c1c2ccccc2nc(SCc2nc(-c3cccs3)no2)n1CCc1ccccc1	i	0.0864	66.1
CCCn1c(C2CC(=O)N(CCc3ccccc3)C2)nc2ccccc21 (centres undefined)	+	0.0934*	81.0*
O=C(NCC(O)c1ccsc1)C(=O)Nc1ccc2c(c1)OCCO2 (centres undefined)	i	0.104	48.7
O=C(c1cccs1)N1CCN(Cc2nc(-c3ccco3)cs2)CC1	i	0.0832	45.9
CCn1c(SCC(=O)N2CCCC2)nnc1-c1cn(C)nc1OC	i	0.0912	61.3
Cc1cn2c3c(=O)n(C)c(=O)n(C)c3nc2n1CC(=O)O	i	0.115	57.7
COc1ccc(N2CC(c3nc4ccccc4n3CC(O)COc3c(C)cccc3C)CC2=O)cc1 (centres undefined)	i	0.109	48.7
COc1cc(NC(=O)Nc2c(C)nc3c(C)cccn3c2=O)cc(OC)c1OC	i	0.108	63.0
O=C(CSc1ccc(NC(=O)c2cccs2)nn1)NCc1ccc(F)cc1	i	0.0943	41.4
COCCN1CCC(CNC(=O)C(=O)Nc2ccc3c(c2)OCCO3)CC1	i	0.0736	59.1
O=CNCc1nc2ccccc2[nH]1	i	0.0781	76.1
COc1ccc(S(=O)(=O)NCCNc2nc(C)cc(N(C)C)n2)c(OC)c1	i	0.125	55.4
Cc1nn(C2CCS(=O)(=O)C2)c(C)c1CC(=O)Nc1ccc(-c2nc3ccccc3s2)cc1 (centres undefined)	i	0.145	54.9
O=C(NCc1ccccn1)c1ccc2c(=O)n(Cc3ccccc3Cl)c(=S)[nH]c2c1	i	0.138	60.7
O=C(Cc1csc(Nc2ccccc2)n1)NCCc1ccccc1	i	0.118	58.7
CCN1C(=O)CCc2cc(NC(=O)c3ccc(OC)c(OC)c3)ccc21	i	0.0851	62.1
O=C(NNC(=O)c1c(F)cccc1F)c1ccc(=O)n(Cc2ccc(Cl)cc2)c1	i	0.0741	54.3
COCc1ccc(C(=O)Nc2nnc(C(C)C)s2)o1	i	0.111	62.9
Cc1ccc(C)c(CN2C(=O)C(=O)c3ccccc32)c1	i	0.0417	54.0
COc1ccc(-c2coc3c4c(ccc3c2=O)OCN(CC(C)C)C4)cc1OC	i	0.0945	45.3
CS(=O)(=O)N1CCCc2cc(NC(=O)c3cccc(C(F)(F)F)c3)ccc21	i	0.0888	44.8
O=C1CCCCN1c1cccc(NS(=O)(=O)c2cc(F)ccc2F)c1	i	0.052	46.6
COc1ccc(C(=O)NCC(c2cccs2)N(C)C)c(OC)c1 (centres undefined)	i	0.0436	38.8
COCCCn1c(SCc2nc(-c3ccc(SC)cc3)no2)nc2cc3c(cc2c1=O)OCO3	i	0.0961	48.3
Cc1cc(NC(=O)c2ccco2)n(-c2nc(-c3cccs3)cs2)n1	i	0.0641	29.7
COc1cc(COCC2CCN(CC(=O)NCC3CCCO3)CC2)cc(OC)c1 (centres undefined)	i	0.0578	53.3
O=C(Nc1cccc(Br)c1)c1ccc(=O)n(Cc2ccccc2)c1	i	0.113	37.8
O=C(NCc1cccs1)NCC1(c2cccs2)CCOCC1	i	0.108	51.5
COCCNC(=O)C(=O)NCC1OCCCN1S(=O)(=O)c1ccc(OC)c(OC)c1 (centres undefined)	i	0.107	55.8
Oc1cc(CN2CCOCC2)c(O)cc1CN1CCOCC1	i	0.0382	46.7
CN(Cc1ccccc1)C(=O)c1ccc2c(=O)n(Cc3ccccc3Cl)c(=S)[nH]c2c1	i	0.0988	65.3
O=C(Cc1csc(NC(=O)c2ccc(=O)[nH]c2)n1)NCCC1=CCCCC1	i	0.0625	44.1
COc1ccc(-c2nnc3ccc(OCCNC(=O)c4cc(C)on4)nn23)cc1	i	0.124	37.0
O=C(CCc1csc(NC(=O)c2ccc(F)cc2)n1)Nc1ccc(-n2cnnn2)cc1	i	0.0685	57.4
CCOc1cc(/C=C2/SC(=S)N(c3cccc(O)c3)C2=O)ccc1O	i	0.0298	51.1

Taken from above:
Oc1cc(CN2CCOCC2)c(O)cc1CN1CCOCC1 in AMPAR-TARP mod glutamate slope shows 46.7
O=C(Cc1csc(NC(=O)c2ccc(=O)[nH]c2)n1)NCCC1=CCCCC1 in AMPAR-TARP mod glutamate slope shows 44.1

More entries:
smiles	AMPAR-TARP mod	AMPAR-TARP mod agonism max-min	AMPAR-TARP mod glutamate slope
CCOc1ccc(NC(=O)NCC(C)(O)C2CC2)cc1 (centres undefined)	i	0.108	63.3
Cc1ccc(C(C)C)c(OCC(O)CNC(C)(C)C)c1 (centres undefined)	i	0.0724	51.1
CCOC(=O)N1CCN(/C=C(\C#N)C(=O)Nc2ccccc2)CC1	i	0.158	78.0
O=C(CSc1cc(N2CCCCC2)ncn1)Nc1cc(C(F)(F)F)ccc1Cl	i	0.0857	66.3
O=C(COc1ccccc1)Nc1ccc2c(c1)N(S(=O)(=O)c1ccccc1)CCC2	i	0.0831	65.9
CC(=O)N1CCc2c(sc(NC(=O)c3c(F)cccc3F)c2-c2nc3ccccc3s2)C1	i	0.0543	26.1
O=C(NCC1(O)CCCC1)c1cc(=O)c2ccccc2o1	i	0.0872	65.8
C/C(Cl)=C/Cn1c(NCCCOC(C)C)nc2c1c(=O)[nH]c(=O)n2C	i	0.0591	63.4

Entries listed so far containing a cyano group:
smiles	AMPAR-TARP mod	AMPAR-TARP mod agonism max-min	AMPAR-TARP mod glutamate slope
CC(C)c1ccc(NC(=O)Cn2c(-c3ccc(F)cc3)ncc(C#N)c2=O)cc1	i	0.0987	51.4
Cn1ccc(C(=O)Nc2sccc2C#N)n1	i	0.109	32.7
CCOC(=O)N1CCN(/C=C(\C#N)C(=O)Nc2ccccc2)CC1	i	0.158	78.0

Other compounds:
smiles	AMPAR-TARP mod	AMPAR-TARP mod agonism max-min	AMPAR-TARP mod glutamate slope
CC(=O)Nc1ccc(NC(=O)C(C)Sc2nnnn2-c2cccc(C)c2)cc1 (centres undefined)	i	0.0697	60.6
COc1cccc(N2C(=NC(=O)c3ccc(Br)cc3)SC3CS(=O)(=O)CC32)c1 (centres undefined)	i	0.0712	48.2
Cc1cc(C(=O)N2CCOCC2)nn1CC(=O)NCc1cccs1	i	0.0975	63.4
Cc1ccc(C(CNC(=O)C(=O)NCc2ccc(Cl)cc2)N2CCOCC2)cc1 (centres undefined)	i	0.0459	59.0

Not all compounds are listed; the hit share may differ from the screen's.
